INS-1E GSIS act = GLuc luminescence reporter in INS-1E cells, primary screen for activators of glucose-dependent secretion of insulin | 370,000 compounds, 0.61% hits | INS-1E GLuc reporter insulin secretion, 2-3 h | activation, % at 16.6 µM;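 active means lowest replicate activation of at least 40%, so every replicate reaches that level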;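 further: 0% = median of neutral control wells and 100% = median of IBMX positive control wells; some compounds called inactive have numbers as strong as hits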
PglD DTNB = PglD (C. jejuni) enzyme inhibition. AID 602405. purified PglD enzyme, DTNB colorimetric CoA detection. 360,000 compounds, 0.098% hits. inhibition, % at 12.5 µM; in the data active means inhibition above about 16%, passing the limit was not always enough; further: strong numbers were not always called active
Cneo AK release = causes C. neoformans cell lysis | AID 651654 | adenylate kinase release luminescence, 4 h; normalised: neutral wells 0, clomiphene wells 100 | lysis activity, % at 15 µM | 360,000 compounds, 0.2% hits;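 active means mean lysis activity across replicates of at least 80%, whatever share of replicates individually reach that level; inactive means mean lysis activity below 80%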
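Assay system: C. neoformans cells. Amount: yeast cell density of 5 × 10^6 cells/mL. Technique: AK luminescence. Buffer or medium: YPD. Times: static 4 h at 37 °C with compound, 1 h detection. Dosing: single-point compound dose. Read-out: lysis from increased AK signal.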
LGR2 antag = inhibitors of bursicon-induced Drosophila LGR2 receptor cAMP signaling | HEK293 LGR2, CRE-luciferase, bursicon-stimulated, 4 h | inhibition, % at 9.99 µM | 380,000 compounds, 0.35% hits;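 active means drop in luminescence signal, shown as inhibition above about 50% in the replicate tests, limit read from the data, passing the limit was not always enough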;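 further: agonist challenge used bursicon conditioned medium at about half maximal strength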
ARNT TACC3 PPI = disruptors of human ARNT/TACC3 interaction; inhibition, % at 9.99 µM; Q9Y6A5; 390,000 compounds, 0.66% hits; AlphaScreen His-ARNT PAS-B/GST-TACC3 binding, luminescence; TACC3 fragment carries E629A point mutation;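 active means mean inhibition of replicates at least 50% and at least half of replicates each reaching 50%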;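 further: 0% = complete ARNT plus TACC3 wells and 100% = ARNT alone without TACC3; many hits fall short of the cut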
PGC1a acetyl inh = modulators of PGC1a acetylation | U2OS PGC1a acetylation, AlphaScreen anti-acetyl-lysine; with virally co-expressed GCN5 acetyltransferase | inhibition, % at 15.6 µM | 350,000 compounds, 0.17% hits;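 active means every replicate shows inhibition of at least 40%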;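 further: 0% = neutral control wells and 100% = positive control wells; some results beyond the cut were filed as inactive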
Statin myotox sup = protects C2C12 myotubes from simvastatin toxicity. ATP luminescence, 48 h; scaled: DMSO 0, geranylgeraniol control 100. rescue of ATP level, % at 7.49 µM. 330,000 compounds, 0.78% hits. AID 602340;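 active means mean ATP rescue above about 67%, or every replicate alone reaching that limit, limit read from the data, passing the limit was not always enough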;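 further: myotubes were challenged with 10 µM simvastatin during compound exposure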
PAX8 inh HTS = lowers PAX8-driven luciferase in RMG-I cells. RMG-I TPO-luciferase reporter, SteadyGlo, 24 h. inhibition, % at 12.6 µM. 360,000 compounds, 1.2% hits. AID 652154;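 active means mean replicate inhibition at least 60% with every replicate also reaching 60%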;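 further: luciferase light reporting Pax8 driven TPO promoter activity; plate controls were median of neutral control wells for no effect and mitoxantrone controls for full effect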
* = called active by the depositor; / = not tested or not shown; & = joins results of further samples.

SMILES | INS-1E GSIS act | PglD DTNB | Cneo AK release | LGR2 antag | ARNT TACC3 PPI | PGC1a acetyl inh | Statin myotox sup | PAX8 inh HTS
Cc1ccc(S(=O)(=O)Nc2cccc3c2O[C@@H](CN(C)C(=O)Nc2c(C)noc2C)[C@H](C)CN([C@H](C)CO)C3=O)cc1 | -1.3 | 5.5 | -2.4 | -5.4 | / | -1.6 | 4.1 | -14.5
Cc1cc(C)nc(NS(=O)(=O)c2ccc(N)cc2)n1 | 3.1 | -1.9&-3.3 | 1.8&-0.1 | -5.5 | -25.0&2.7 | -2.2 | 4.7 | -13.2
COc1cccc(/C=N/NC(=O)CCCc2ccc(OC)c(C)c2)c1 | -22.7 | -5.5 | -6.1 | -18.4 | -1.5 | -1.3 | / | -6.8
C[C@H](CO)N1C[C@H](C)[C@@H](CN(C)C)Oc2ccc(NC(=O)NC3CCCCC3)cc2CC1=O | -0.3 | 0.2 | -2.0 | 7.4 | 6.3 | -16.4 | 4.4 | 4.5
N=c1oc2ccc([N+](=O)[O-])cc2cc1C(=O)NCc1ccccc1 | -21.1 | 0.6 | -0.2 | -1.6 | 0.1 | -2.1 | 9.8 | -6.7
C[C@@H]1CN([C@H](C)CO)C(=O)Cc2cc(NC(=O)Nc3ccc(C(F)(F)F)cc3)ccc2O[C@@H]1CN(C)C(=O)Nc1ccccc1 | 4.1 | 0.3 | -5.6 | -1.6 | -0.2 | 6.7 | -24.8 | -11.5
CCCCN1C(=O)C(=Nc2cccc3cnccc23)c2ccccc21 | 4.1 | / | / | 5.0 | 0.7 | / | / | -0.4
NC(=O)N/N=C/c1cccc(OCc2ccc(F)cc2)c1 | -10.1 | / | / | -12.2 | -7.8 | 7.3 | / | -15.2
Cc1ccc(-c2nnc(SCC(=O)Nc3sc(C)c(C)c3C#N)n2C)cc1 | 5.7 | 1.3 | 1.3 | -0.2 | 9.4 | 22.3 | -6.3 | /
CCCCC(=O)NC(NC(=O)CCCC)c1ccc(OCC(C)C)c(OC)c1 | / | -4.1 | -0.3 | 4.3 | -0.2 | / | 5.1 | 1.8
C=CCn1c(SCC(=O)Nc2ccc(C)cc2C)nnc1-c1cccnc1 | / | 1.5 | 8.4 | / | -3.2 | 9.1 | / | /
CCCC(=O)Nc1ccc2c(c1)OC[C@H](C)N(C(=O)c1ccccc1F)C[C@@H](C)[C@@H](OC)CN(C)C2=O | -6.0 | / | / | -1.9 | / | 24.5 | 6.7 | /
Cc1nc(CNS(=O)(=O)c2ccc3c(c2)CCCC3)cs1 | / | 3.8 | -1.4 | 7.7 | 2.1 | / | 16.7 | 19.6
CN(C(=O)COC(=O)c1ccc(F)c(S(=O)(=O)N2CCOCC2)c1)C1CCS(=O)(=O)C1 (configuration not stated) | / | 0.3 | -1.3 | / | -5.2 | -2.4 | -8.8 | /
C[C@H](CO)N1C[C@H](C)[C@H](CN(C)Cc2ccc(Cl)c(Cl)c2)Oc2ccc(NS(=O)(=O)c3cn(C)cn3)cc2C1=O | -5.5 | 1.0 | 0.9 | 7.5 | -2.5 | 0.9 | 34.8 | 5.3
CCCNC(=O)C[C@@H]1CC[C@H]2[C@H](COc3ccc(NC(=O)c4cc(F)cc(F)c4)cc3C(=O)N2C)O1 | -6.4 | -1.5 | -5.1 | 8.0 | 1.1 | -10.7 | -36.5 | -8.2
Cc1cccc(NC(=S)N=Nc2c(O)n(CN3CCOCC3)c3ccccc23)c1C | -18.0 | -4.3 | -0.1 | 17.1 | -10.4 | -0.2 | / | 21.9
Cc1cc2cc(CNC(=O)NC3CCCCC3)ccc2[nH]1 | -15.6 | 2.1 | 17.7 | -15.3 | -1.3 | 4.7 | 19.5 | /
CN(CCNS(=O)(=O)c1ccc2c(c1)oc(=O)n2C)Cc1ccccc1 | 11.5 | 5.0 | -1.0 | 9.0 | -4.7 | 7.0 | 2.4 | 5.8
CCOc1ncccc1C(=O)NNC(=O)c1csc(N2CCOCC2)n1 | 12.4 | -2.5 | -0.1 | -1.6 | 3.6 | / | 2.2 | 10.2
CCOC(=O)N1CCN(S(=O)(=O)CCNC(=O)c2cccc(OC)c2)CC1 | 5.1 | -3.8 | 4.2 | 2.6 | / | 2.3 | -19.9 | -13.4
Cc1cc(C)n2nc(C(=O)N3CCCC(Nc4ccc(F)c(F)c4)C3)cc2n1 (configuration not stated) | -1.7 | 1.7 | -2.2 | -11.2 | -4.0 | 14.4 | / | /
CCOC(=O)CC(=O)CSc1nccc(-c2cccnc2)n1 | 5.8 | 2.9 | 0.4 | 6.2 | 0.4 | / | 1.5 | -2.4
O=C(Nc1nc2ccccc2c(=O)s1)c1ccc(F)cc1Cl | 2.5 | -5.4 | -0.7 | -9.7 | -1.0 | / | 6.7 | -20.5

Another view of two compounds above.
Fields: INS-1E GSIS act, PglD DTNB, Cneo AK release, LGR2 antag, ARNT TACC3 PPI, PGC1a acetyl inh, Statin myotox sup, PAX8 inh HTS
Cc1cccc(NC(=S)N=Nc2c(O)n(CN3CCOCC3)c3ccccc23)c1C
  -18.0, -4.3, -0.1, 17.1, -10.4, -0.2, /, 21.9
Cc1cc2cc(CNC(=O)NC3CCCCC3)ccc2[nH]1
  -15.6, 2.1, 17.7, -15.3, -1.3, 4.7, 19.5, /

More results.
SMILES | INS-1E GSIS act | PglD DTNB | Cneo AK release | LGR2 antag | ARNT TACC3 PPI | PGC1a acetyl inh | Statin myotox sup | PAX8 inh HTS
Cc1ccc(NC(=O)C(=S)NCc2ccco2)cc1 | / | 3.1 | 0.7 | / | -3.9 | -6.6 | 135.4* | /
CCn1c(=O)cc(OCC(=O)NCCc2ccc(OC)c(OC)c2)c2ccccc21 | 22.2 | / | / | -2.9 | 0.5 | / | / | 4.9
COc1ccc(-c2cn(CCN)c(-c3ccncc3)n2)cc1 | 5.7 | 8.4 | -2.4 | -2.9 | -24.6 | -5.1 | -3.6 | -6.3
C/C(CC(=O)NC(C)(C)C)=N\NC(=O)COc1ccc(C)cc1Br | -2.4 | / | / | -19.9 | 2.2 | / | / | -2.3
Cc1ccc(CCNC(=O)C2CCC(=O)N2Cc2ccc(F)cc2)cc1 (configuration not stated) | 3.3 | -3.9 | 1.6 | 13.9 | 4.9 | -5.3 | 6.2 | -5.0
O=C1CN(C(=O)COC(=O)CCC(=O)c2ccc3c(c2)OCCO3)c2ccccc2N1 | / | 1.2 | -1.6 | / | 1.1 | -0.8 | -13.8 | /
Fc1ccccc1CNc1cc(Cl)cc(Cl)c1 | / | 1.5 | -1.0 | / | -1.8 | -15.8 | 56.5 | /
COc1ccc(S(=O)(=O)N2CC3(CN(C(=O)CN(C)C)[C@@H](CO)c4c3c3ccc(OC)cc3n4C)C2)cc1 | 11.9 | / | / | 10.5 | / | -8.0 | / | 1.1
O=C(Nc1ncc(Cc2ccccc2)s1)C1CCCO1 (configuration not stated) | -18.1 | -4.5 | -7.4 | 31.3 | -3.0 | -7.7 | -0.9 | -117.5
Cc1cccc(C(=O)N2CCC(=O)N(C(COCc3ccc(Cl)cc3)Cc3ccccc3)CC2)c1 (configuration not stated) | / | 3.4 | 1.6 | / | 2.9 | / | 10.6 | 13.1
C=CCOc1c(Br)cc(/C=N/NC(=O)Cc2ccc(C(F)(F)F)cc2[N+](=O)[O-])cc1OC | 4.3 | -5.6 | -1.0 | -6.2 | -3.9 | -3.1 | -31.6 | 4.8
C/C=C(\C)C(=O)NCCN1C2=NC[C@H](C)N2C[C@@H]1Cc1ccc(OC)cc1 | 3.5 | -0.1 | 8.5 | -16.0 | 4.1 | / | 7.7 | -5.3
Cc1ccc(C(=O)NCCCN2CCN(CCCNC(=O)c3ccc(C)cc3)CC2)cc1 | -14.9 | 2.1 | 0.1 | 0.0 | 0.5 | 4.7 | -4.1 | -26.3
O=C(NCc1ccccc1)C(c1ccco1)N(C(=O)c1ccccn1)c1ccccc1 (configuration not stated) | -4.1 | -1.4 | 1.0 | 11.4 | -9.1 | / | 1.7 | 13.6
Cc1c(C(=O)OC2CCCC2C)[nH]c2c1C(=O)CCC2 (configuration not stated) | -9.9 | -1.7 | -0.8 | 21.6 | -2.8 | / | 6.2 | -97.4
O=C(NCc1ccccc1)c1ccc2ccccc2n1 | -2.5 | / | / | 0.5 | -10.0 | -4.9 | 15.6 | -15.3
O=C(C[C@@H]1CC[C@@H](NC(=O)C2CCOCC2)[C@@H](CO)O1)Nc1ccc(-c2ccccc2)cc1 | 5.6 | -1.4 | 0.8 | 8.5 | 20.3 | -6.9 | -4.9 | 2.6
CC(=O)c1cccc(NC(=O)C2=CN3CCS(=O)(=O)N=C3C=C2)c1 | -1.5 | -6.8 | 0.2 | -22.0 | -4.1 | -0.8 | 0.0 | 1.7
Cc1ccc(NC(=O)CN2C(=O)C(=O)N(C3CCCC3)C2=O)cc1Cl | -9.1 | -1.8 | -2.5 | 14.6 | 3.3 | 1.0 | 5.8 | -10.4
Cc1ccccc1S(=O)(=O)Nc1ccc2c(c1)C(=O)N(C)[C@@H]1CC[C@@H](CC(=O)O)O[C@@H]1CO2 | -0.6 | / | / | 20.2 | / | -4.5 | 3.6 | -4.7
Cc1cc2nc3c(=O)n(CCc4ccccc4)c(=O)[nH]c3nc2cc1N | 7.5 | 0.0 | 0.9 | / | -6.8 | 1.5 | / | 12.3
CCn1c(C(C)NC(=O)c2ccc(C)cc2)n[nH]c1=S (configuration not stated) | 0.7 | -2.2 | -1.3 | -5.1 | -2.4 | -4.4 | / | 5.8
O=C(Cc1ccccn1)N1[C@@H](CO)[C@@H]2c3ccccc3NC[C@@H]21 | 0.4 | 0.6 | 12.6 | -7.4 | 2.0 | 5.4 | -1.5 | 13.1
COc1ccc(-c2nnnn2C)cc1S(=O)(=O)Nc1ccc(C)cc1C | 8.5 | 0.3 | -0.5 | -9.6 | -5.3 | 20.2 | -4.7 | -1.6
CC(C)(C)NC(=O)NC(=O)COC(=O)C1(C)CC1(Cl)Cl (configuration not stated) | -5.4 | / | / | -5.0 | 3.2 | / | / | 2.9
COc1ccccc1CCNC(=O)CN1C(=O)NC2(CCCC2)C1=O | -6.1 | -0.9 | 0.0 | 5.4 | 5.7 | 0.7 | -1.9 | -8.4
CC(C)=CCN1CCN(Cc2cc(F)ccc2-n2nc(C)cc2C)CC1CCO (configuration not stated) | 23.6 | -0.6 | -0.2 | -12.6 | -8.7 | / | -0.7 | -0.6
COc1ccc(NC(=O)COC(=O)CC2CC3CCC2C3)c([N+](=O)[O-])c1 (configuration not stated) | -3.2 | / | / | 7.9 | 29.4 | / | / | -3.7
O=C(CSc1nc2ncc(Br)cc2[nH]1)c1ccc([N+](=O)[O-])cc1 | -15.9 | 6.1 | / | -3.2 | 5.8 | -2.9 | / | -26.3
Cn1cc(-c2nnnn2-c2ccccc2)c(=O)c2ccccc21 | / | -5.0 | -1.4 | / | 0.7 | -3.9 | 10.3 | 1.0
CNC(=O)/C(=C\c1ccco1)NC(=O)c1ccco1 | -3.4 | -7.1 | 0.7 | 2.7 | -3.7 | -2.8 | 3.9 | -19.9
CC1(C(=O)NS(=O)(=O)c2ccc(Cl)cc2)CCN1C(=O)Cc1ccccc1Cl (configuration not stated) | 20.2 | -3.6 | -2.3 | -12.0 | / | 6.6 | -7.5 | -17.9
O=C(Oc1ccccc1C(=O)N1CCOCC1)c1ccc(F)cc1 | / | -4.2 | 0.3 | / | -0.7 | 5.4 | -0.4 | -4.5
COc1ccc(C(=O)NNC(=O)c2cc3ccccc3cc2O)cc1 | -10.1 | -6.5 | 9.6 | 7.7 | 3.1 | 2.3 | / | 15.9
O=c1c2c3c(sc2nc2n1CCCCC2)CCCCC3 | / | -2.1 | 0.0 | / | -4.3 | 4.2 | 7.8 | /
CCOC(=O)c1[nH]c(C)c(/C(O)=C2\C(=O)C(=O)N(CCN(C)C)C2c2ccncc2)c1C (configuration not stated) | / | 7.0 | 1.1 | / | 39.1 | -4.0 | / | /

From PubChem

Rows were taken by chance; 2.9% or so of the library scored in one or more.
